Bioassay records deposited in PubChem by several laboratories.
PKA-R2B activ – activates the human PKA-R2B holoenzyme complex. AID 504700. actives 0.079% (n = 340,000). PKA-R2B holoenzyme dissociation, Cy5-IP20 fluorescence polarization; R2B truncated from residue 108, S112A mutant; 0% DMSO only, 100% 113 µM cGMP. P22694+P31323. activation, % at 11.4 µM;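 active = activation above a cutoff set at the mean over all compounds plus 3 SD, cut at about 18% in these data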;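 note: higher means more holoenzyme dissociation and a rise in polarization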
DAGLB inh – diacylglycerol lipase beta (human) inhibition; Q8NCG7; HEK293T DAGLB membrane lysate, EnzChek fluorogenic substrate; inhibition, % at 5.17 µM; actives 0.059% (n = 340,000); AID 504411; in the data active = inhibition above about 34%;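 note: 0% = enzyme with vehicle and 100% = wells lacking enzyme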
PKA-R1A activ – activators of PKA-R1A complex. actives 0.083% (n = 340,000). activation, % at 11.4 µM. PKA-R1A dissociation, Cy5-IP20 fluorescence polarization; scaled: DMSO 0%, 113 µM cGMP 100%. AID 504707;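 active = percent activation above the mean of all tested compounds plus 3 SD, cut at about 19% in these data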;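 note: higher means more PKAc released from R1A so a rise in polarization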
HTR5A inv ctr – HTR5A inverse agonism, opioid heterodimer counter-screen; inhibition, % at 9.3 µM; actives 0.083% (n = 340,000); HTR5A cell line, luminescence; in the data active = inhibition mostly above about 23%, no sharp cut-off; inactive = mostly below about 18%;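 note: 0% = cells with DMSO and 100% = no-cell wells with DMSO; some compounds called inactive have numbers as strong as hits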
HTR5A ag ctr – counter-screen for OPRM1-OPRD1 agonists: human HTR5A agonism | activation, % at 9.3 µM | AID 504692 | actives 0.61% (n = 340,000) | HTR5A agonist assay, luminescence, cell-based; in the data active = activation mostly above about 9.5%, no sharp cut-off; inactive = mostly below about 7.6%;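 note: 0% = cells with vehicle only and 100% = reference agonist; strong numbers were not always called active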
MOR-DOR ag – OPRM1-OPRD1 heterodimerization agonism | cells, luminescence | activation, % at 9.3 µM | actives 0.3% (n = 340,000) | AID 504326; in the data active = activation above about 18%;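 note: 0% = vehicle-treated cells and 100% = reference agonist; values of inactives mirror those of a sister screen read the other way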
Target sequence (P35372 whole entry, looked up): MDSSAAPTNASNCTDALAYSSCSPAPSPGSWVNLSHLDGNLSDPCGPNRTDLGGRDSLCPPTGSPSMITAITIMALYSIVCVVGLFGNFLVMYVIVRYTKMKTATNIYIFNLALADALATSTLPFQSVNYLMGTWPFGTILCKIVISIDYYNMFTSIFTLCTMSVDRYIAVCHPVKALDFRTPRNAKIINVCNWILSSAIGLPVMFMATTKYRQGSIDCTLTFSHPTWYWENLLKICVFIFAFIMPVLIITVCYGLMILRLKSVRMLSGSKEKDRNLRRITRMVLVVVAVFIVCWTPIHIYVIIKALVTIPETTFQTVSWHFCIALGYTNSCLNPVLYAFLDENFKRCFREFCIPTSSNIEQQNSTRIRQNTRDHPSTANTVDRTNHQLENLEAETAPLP
Target sequence (P41143 whole entry, looked up): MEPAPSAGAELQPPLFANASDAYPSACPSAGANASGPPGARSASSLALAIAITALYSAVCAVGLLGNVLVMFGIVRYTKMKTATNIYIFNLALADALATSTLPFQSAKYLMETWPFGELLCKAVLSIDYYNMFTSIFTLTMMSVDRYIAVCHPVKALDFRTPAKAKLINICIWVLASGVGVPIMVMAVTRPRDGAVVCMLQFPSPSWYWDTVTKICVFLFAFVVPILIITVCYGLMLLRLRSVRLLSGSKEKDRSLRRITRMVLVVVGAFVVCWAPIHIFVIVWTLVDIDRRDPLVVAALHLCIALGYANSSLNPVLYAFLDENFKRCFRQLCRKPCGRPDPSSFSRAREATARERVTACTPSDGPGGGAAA
Arr AP2 block – blocks beta-arrestin peptide binding to AP2 adaptin. FITC-arrestin peptide / GST-AP2 beads, flow cytometry; AP2 beta2 appendage carries R879A mutation. actives 0.31% (n = 340,000). inhibition, % at 10 µM;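 active = inhibition above a set limit, near 3 SD of compounds lacking own fluorescence, cut at about 54% in these data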;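 note: plate controls were DMSO wells for no effect and 5 µM unlabelled arrestin peptide for full effect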
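Measured by: flow cytometry, FL1 (488/535 nm); Material: AP2 appendage R879A on GSH beads; Evaluation: percent response; Timing: pre-incubation 12 min, peptide binding 1 h, room temperature; Also added: 50 nM FITC-arrestin peptide; Medium: PBS with 0.05% Tween 20 and 0.1% BSA.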
V-ATPase pH – regulators of yeast V-ATPase proton transport; S. cerevisiae, pHLuorin cytosolic pH fluorescence; response, % at 10 µM; actives 0.37% (n = 350,000); AID 504577; in the data active = response mostly above about 7.3%, no sharp cut-off; inactive = mostly below about 5.4%; note: actives read high; inactives centre near 0; some compounds called inactive have numbers as strong as hits; reference of the scale not given here
DSG3 Ab inh – blocks pemphigus antibody binding to human desmoglein-3 | P32926 | DSG3-coupled beads, scFv-anti-DSG3-GFP binding, flow cytometry; stronger effect = lower value | binding (percent of control), % at 10 µM | actives 0.48% (n = 310,000) | AID 588358;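 active = binding more than 3 SD below its plate's average and above zero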;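 note: hits lower antibody fragment binding to DSG3; some compounds called inactive have numbers as strong as hits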
MOR-DOR inv ag – mu-delta opioid heterodimer inverse agonism; cell-based MOR-DOR heterodimer luminescence; AID 504357; actives 0.21% (n = 340,000); inhibition, % at 9.3 µM; in the data active = inhibition above about 22%, passing the limit was not always enough;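 note: 0% = cells with DMSO and 100% = wells without cells with DMSO; values of inactives mirror those of a sister screen read the other way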
* = called active by the depositor; / = no result given.

Values run as follows: PKA-R2B activ	DAGLB inh	PKA-R1A activ	HTR5A inv ctr	HTR5A ag ctr	MOR-DOR ag	Arr AP2 block	V-ATPase pH	DSG3 Ab inh	MOR-DOR inv ag
Cc1ccc(S(=O)(=O)N2CCN(C(=O)COC(=O)c3cc([N+](=O)[O-])ccc3NCCO)CC2)c(C)c1
    -6	1	-2	1	0	-1.7	6	4	101	9
O=S(CC(O)COCc1ccc(Cl)cc1)c1ccccn1 (configuration not stated)
    4	1	6	-13	2	-1.8	-7	-2	101	10
COc1ccc(OC)c(C2CC(=O)N3CN(c4cccc(Cl)c4)CSC3=C2C#N)c1 (configuration not stated)
    -12	3	5	-22	7	-1.6	3	1	104	10
Cn1cccc1/C=C1/SC(=O)N(CC(=O)N2CCCC2)C1=O
    -8	0	0	-1	0	-3.3	15	-2	/	15
COc1ccc(C(=O)CCC(=O)N2CCN(c3cc(C)ccc3C)CC2)cc1
    -12	-1	-14	-8	1	3.2	-5	4	/	-17
Cc1nn(C)c(C)c1S(=O)(=O)N1CCC(C(=O)NC2CCCc3ccccc32)CC1 (configuration not stated)
    4	0	-9	4	-2	-0.3	-5	-1	/	2
CCOc1ccccc1NC(=O)N1CCCN(c2ncccc2C#N)CC1
    -10	-5	-11	-28	7	-3.7	-23	-2	94	21
CC(=O)NCCc1ccc(S(=O)(=O)Nc2ccc(C)c(S(=O)(=O)N3CCOCC3)c2)cc1
    -4	2	-2	-34	-2	-1.7	-1	2	99	9
CSc1ccc(CNC(=O)CCn2ccc3cc(S(=O)(=O)N4CCCC4)ccc32)cc1
    -12	2	0	-4	2	-1.9	3	-1	89	10
Cc1nc(N2CCN(C)CC2)c2sc(=S)n(C)c2n1
    -10	-2	-11	15	-6	-1.2	14	3	113	6
O=C(NCC1CCCN1S(=O)(=O)c1cccs1)c1ccccc1 (configuration not stated)
    -5	1	-5	-30	-2	-2.1	-16	-4	102	10
O=[N+]([O-])c1cccc(OCC(O)CN2CCN(S(=O)(=O)c3cc(Cl)ccc3Cl)CC2)c1 (configuration not stated)
    -11	-2	-1	-1	5	8.7	20	-1	94	-61
CCOc1nc(Nc2ccc(OC)c(Cl)c2)nc(N2CCN(c3ccc(OC)cc3)CC2)n1
    -4	-6	1	6	-2	0.0	-1	3	/	0
Cc1cccc(/C=C/c2nc3ccccc3c(=O)[nH]2)c1
    -8	-5	-1	-15	6	9.4	1	-3	86	-47
COc1ccc(S(=O)(=O)Nc2ccc3c(c2)N(C(C)=O)CCC3)cc1OC
    -2	-3	-4	-6	2	-0.4	23	2	133	2
CC1CC1c1ccc(/C=C(\C#N)C(=O)Nc2cccc(Cl)c2Cl)o1 (configuration not stated)
    11	-21	-5	2	2	0.7	10	-4	103	-3
CCN(CC)S(=O)(=O)c1ccc(NC(=O)CN(c2cccc(F)c2)S(C)(=O)=O)cc1
    -12	-5	-10	1	0	-0.5	4	3	/	3
O=C(Nc1ccccc1N1CCOCC1)c1cc2ccccc2o1
    0	-1	1	-21	7	-1.6	15	-3	/	10
Cc1cc(NC(=O)Nc2ccc(Cl)cc2)no1
    -2	0	-3	-3	1	2.4	2	-3	108	-12
CCc1ccc2oc(=O)cc(CN3CCN(CCO)CC3)c2c1
    -11	-3	-7	0	1	-1.4	-6	1	/	8
Cc1ccc(C(=O)Nc2cccc(C(=O)O)c2)cc1S(=O)(=O)N1CCOCC1
    1	2	-6	6	4	-2.3	34	5	110	13
CC(CC(=O)N1CCN(c2ccccc2)CC1)S(=O)(=O)c1ccc2c(c1)NC(=O)CO2 (configuration not stated)
    -17	0	-7	12	2	-1.8	10	-6	/	10
O=C(NCc1cccs1)C1CC(c2ccccc2O)=NO1 (configuration not stated)
    -10	-1	-7	-7	2	-2.0	-7	4	124	12
O=C(Cn1c(=O)n(Cc2ccc(F)cc2)c(=O)c2ccccc21)NCC1CCCO1 (configuration not stated)
    -6	2	-3	-8	3	-2.2	-5	2	86	14
CCc1ccc(CN2CCCC(C(=O)Nc3ccccc3-c3ccc(OC)cc3)C2)o1 (configuration not stated)
    -2	-5	-3	2	-3	3.9	28	-1	103	-20
CCn1c(CSc2nncn2-c2ccc(OC)cc2)nc2cc(S(=O)(=O)N(C)C)ccc21
    -3	1	-7	4	-3	-2.8	-2	-4	95	14
O=C(Cc1n[nH]c(=O)[nH]c1=O)N/N=C/CCc1ccccc1
    -9	3	-7	6	4	-0.8	-3	5	92	4
CCCN(C(=O)Cc1nc(N)n[nH]1)C1(C(=O)Nc2c(C)cccc2C)CCCCC1
    -11	-1	1	-6	2	-1.0	6	0	/	5
Cc1c(Br)cc(C(=O)N2CCCCCC2)c(C)c1C
    -12	-6	-2	-21	2	2.4	-4	9	100	-14
Cc1ccc(CNC(=O)c2ccc(N3CCC4(CC3)CC(c3ccccc3)=NO4)c(NC(=O)c3ccc(Cl)c([N+](=O)[O-])c3)c2)cc1
    4	17	-2	-1	4	-1.5	-7	-3	91	8

Arranged by number of heavy atoms (smallest number first): part of the list above.
Values run as follows: PKA-R2B activ	DAGLB inh	PKA-R1A activ	HTR5A inv ctr	HTR5A ag ctr	MOR-DOR ag	Arr AP2 block	V-ATPase pH	DSG3 Ab inh	MOR-DOR inv ag
O=C(NCc1cccs1)C1CC(c2ccccc2O)=NO1 (configuration not stated)
    -10	-1	-7	-7	2	-2.0	-7	4	124	12
Cc1ccc(C(=O)Nc2cccc(C(=O)O)c2)cc1S(=O)(=O)N1CCOCC1
    1	2	-6	6	4	-2.3	34	5	110	13
CCCN(C(=O)Cc1nc(N)n[nH]1)C1(C(=O)Nc2c(C)cccc2C)CCCCC1
    -11	-1	1	-6	2	-1.0	6	0	/	5
Cc1ccc(CNC(=O)c2ccc(N3CCC4(CC3)CC(c3ccccc3)=NO4)c(NC(=O)c3ccc(Cl)c([N+](=O)[O-])c3)c2)cc1
    4	17	-2	-1	4	-1.5	-7	-3	91	8

Further records
Values run as follows: PKA-R2B activ	DAGLB inh	PKA-R1A activ	HTR5A inv ctr	HTR5A ag ctr	MOR-DOR ag	Arr AP2 block	V-ATPase pH	DSG3 Ab inh	MOR-DOR inv ag
O=C(CSc1nc2ncc(Cl)cc2[nH]1)N(Cc1ccccc1)C1CCS(=O)(=O)C1 (configuration not stated)
    -11	3	-10	23	-2	0.6	-32	3	124	-3
CCOC(=O)Cc1csc(NC(=O)CSc2nnc(Cc3csc(N)n3)n2C)n1
    6	-8	2	-8	3	-1.1	19	6	105	6
O=C(NCCc1csc(-c2cccnc2)n1)c1ccccc1
    -3	-1	-3	-33	4	-0.1	0	-1	111	0
COc1ccc(/C=N\NC(=O)c2c(C)nc3ccc(Br)cn23)cc1
    -2	0	5	-16	5	-1.3	-4	4	71	8
COc1ccc(NC(=S)N2CCN(S(=O)(=O)c3ccc(C)cc3)CC2)cc1
    -5	2	-4	0	0	-2.8	2	-3	105	12
NC(=O)CC(NC(=O)Cc1ccc(Cl)cc1)c1ccc(NCC2CC2)c([N+](=O)[O-])c1 (configuration not stated)
    0	10	-3	11	4	-1.9	0	-1	108	11
O=C(CCNc1ccc(F)cc1)c1cccc([N+](=O)[O-])c1
    -3	-3	11	-49	-3	-1.3	-1	1	/	7
CCc1cccc2c(C(=O)CN3C(=O)NC4(CCc5ccccc54)C3=O)c[nH]c12 (configuration not stated)
    -10	-1	-9	0	0	-2.0	25	2	100	13
COc1cccc(-c2noc(Cn3nc(C(=O)O)c4ccccc4c3=O)n2)c1
    1	-1	-2	-5	2	-1.4	6	1	109	8
COC(=O)CCC(=O)NC1CC(C)(C)Cc2c1cnn2-c1ccc(F)cc1 (configuration not stated)
    -5	-1	-1	-1	-4	-2.7	-8	-1	97	13
Cc1noc(C)c1C(=O)Nc1sc(C)c(-c2ccccc2)c1C#N
    -2	0	2	0	2	-0.4	-2	-2	103	2
Cc1ccc(S(=O)(=O)NCC(=O)OC(C)C(=O)NC(=O)NC2CCCCC2)cc1C (configuration not stated)
    -12	-1	-8	-2	1	2.0	14	0	96	-8
Cc1[nH]c2ccccc2c1C(=O)C(=O)NCc1ccncc1
    -8	-2	-2	-15	4	-1.6	-19	-1	121	8
O=C1CSC(c2ccccc2)N1c1ccc(F)cc1F (configuration not stated)
    6	-2	-2	-4	1	-2.9	35	0	102	13
CC#CC(=O)NC1CCCN(C2Cc3ccccc3C2)C1 (configuration not stated)
    11	-1	19*	5	4	0.1	3	-1	115	-1
COc1ccc(N2CCN(CCNC(=O)C3CCN(S(=O)(=O)c4cccs4)CC3)CC2)cc1
    -1	1	-9	3	1	-0.1	1	0	99	0
CC(=O)Oc1cccc(/C=C2\Sc3ccccc3C2=O)c1
    3	-8	-3	16	12	1.2	-1	-4	/	-6
COc1ccc(NC(=O)C(Cc2ccccc2)NC(=O)c2ccco2)cc1OC (configuration not stated)
    -10	-2	-5	-4	2	-0.6	-3	2	95	3
Cc1sc2ncnc(NCC(c3ccccc3)N(C)C)c2c1C (configuration not stated)
    -9	1	0	-11	4	6.3	1	-2	98	-41
Cc1nn(C)cc1CNC(=O)c1cccc(F)c1
    16	-3	2	12	-3	-1.9	6	1	104	10
Cc1cccc(C)c1OCC(=O)N(Cc1cccs1)C1CCS(=O)(=O)C1 (configuration not stated)
    7	3	5	-4	3	-2.8	8	1	100	14
CCn1c(=O)c2c(nc3n2CC(C)CN3CCc2ccccc2)n(C)c1=O (configuration not stated)
    10	3	9	-7	6	-1.6	12	2	108	10
Cc1ccc2[nH]c(=O)c3cc(C(=O)NCCN4CCN(C)CC4)sc3c2c1
    10	1	15	3	-1	-1.1	2	0	108	6
Cc1cc(N2CCCC2=O)cc(C)c1S(N)(=O)=O
    2	0	-4	25	4	-0.5	2	-2	103	3
N#Cc1cc2c(nc1SCC(=O)O)CCCC2
    -6	2	-2	-9	2	-2.5	-3	6	107	13
O=C(/C(=C(\O)c1ccccc1)c1nc2ccccc2[nH]1)c1ccccc1
    -12	-5	5	-42	9	2.5	-4	-1	119	-12
Cc1ccc(NC(=O)CSc2nnc(-c3cc(C)on3)o2)cc1
    -1	-3	-6	-13	-3	-2.5	-5	4	97	16
COc1ccc(C2=NS(=O)(=O)N(C)C(C(=O)NC3CCCC3)=C2)cc1OC
    -11	3	10	20	-7	-0.4	0	1	93	3
Cc1nnc(SCC(=O)N2CCN(c3ccccc3)CC2)n(N)c1=O
    9	0	1	1	-3	1.0	-2	0	100	-5
CCOC(=O)c1ccc(-n2c(CCC(=O)O)ccc2-c2cccs2)cc1
    -9	4	-11	-14	5	1.5	47	3	106	-8
COc1ccc(C(=O)CC(=O)C(=O)Nc2ccc(Cl)cc2)cc1
    2	2	10	-12	3	2.1	4	-2	91	-12
S=C(c1ccc(-c2ccccc2)o1)N1CCCCC1
    -10	-6	-8	-2	1	-0.2	-3	3	/	1
O=C(O)[C@H](Cc1ccccc1)NC(=O)C(c1ccccc1)(c1ccccc1)c1ccccc1
    -6	11	0	-1	0	-1.2	1	-2	102	7

An unsorted share of the library; any-hit rate near 2.4%.
